Screening data as filed in PubChem BioAssay.
LmPK inh – qHTS Assay for Inhibitors of Leishmania Mexicana Pyruvate Kinase (LmPK). 290,000 tested, 0.37% active. purified LmPK, Kinase-Glo ATP luminescence, 1 h. Q27686. Potency, µM (highest dose often 57.5 µM), without a hit: at the highest dose activity change, negative = inhibition, actives largely listed as inhibitors; further: potency means the concentration at half of the fitted maximal effect; on the % scale 0 is the no-effect control and ±100 the full control effect
Target sequence (Q27686 whole entry, looked up): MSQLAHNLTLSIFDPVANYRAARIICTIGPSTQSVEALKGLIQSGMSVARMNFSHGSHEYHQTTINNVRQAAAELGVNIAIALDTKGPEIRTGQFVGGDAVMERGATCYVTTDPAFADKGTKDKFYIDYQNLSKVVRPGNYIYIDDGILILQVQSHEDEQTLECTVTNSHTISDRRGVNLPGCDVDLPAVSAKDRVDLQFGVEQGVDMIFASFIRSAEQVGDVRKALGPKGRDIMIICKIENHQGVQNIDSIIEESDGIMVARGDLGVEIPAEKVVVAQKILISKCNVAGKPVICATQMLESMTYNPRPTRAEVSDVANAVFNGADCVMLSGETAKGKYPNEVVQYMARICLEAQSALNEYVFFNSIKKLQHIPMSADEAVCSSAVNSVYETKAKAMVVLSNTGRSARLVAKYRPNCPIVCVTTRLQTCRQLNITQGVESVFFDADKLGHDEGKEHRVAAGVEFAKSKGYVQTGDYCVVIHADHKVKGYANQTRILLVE
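In 50 mM imidazole pH 7.2 with 7 mM MgCl2, LmPK (0.1 nM) turned over PEP (0.5 mM) and ADP (0.1 mM) for 1 h at room temperature. Luciferase read-out of ATP.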
AMA1 RON2 block – qHTS for Inhibitors of AMA1-RON; Towards Development of Antimalarial Drug Lead: Primary Screen; Plasmodium falciparum AMA1 (3D7) - RON2 peptide interaction; AlphaScreen AMA1-biotinylated RON2 peptide binding; Potency, µM (titrated, usually from 58.2 µM), without a hit: at the top dose activity change, negative = inhibition, usual class: inhibitors; 360,000 tested, 0.2% active;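 further: potency means the concentration at half of the fitted maximal effect; 0% = vehicle wells and -100% = peptide control; nearly all actives have a fitted effect of over 45% in size; some results filed as inactive show a strong effect at the top dose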
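AMA1 (3D7) with his tag at 25 nM final met compounds first, then biotinylated RON2 peptide at 25 nM; detection used donor plus acceptor beads, 10 µg/mL apiece, read by AlphaScreen after 30 min at room temperature.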
Shiga inhibitor – A qHTS for Small Molecule Inhibitors of Shiga Toxin | Vero cells, Shiga toxin protein synthesis inhibition reporter | inhibition, % at 38.7 µM | AID 2315, 2010 | 290,000 tested, 9.2% active; in the data active means inhibition mostly above about 28%, no sharp cut-off; inactive means mostly below about 43%; further: 0% is about no effect
Cycloheximide cs – Cycloheximide Counterscreen for Small Molecule Inhibitors of Shiga Toxin | cell reporter, cycloheximide protein synthesis inhibition counterscreen | 300,000 tested, 12% active | max response, %; in the data active means max response mostly above about 13%, no sharp cut-off; inactive means mostly below about 14%; further: read at 38.3 µM for the half of the compounds with a filed dose; 0% is about no effect
TbPYK inhibitor – qHTS of Trypanosoma Brucei Inhibitors; pyruvate kinase (Trypanosoma brucei), Q57TT1; TbPYK enzyme, Kinase-Glo Plus ATP luminescence, 45 min; Potency, µM (doses to about 76.8 µM), without a hit: top-dose activity, negative = inhibition, usual class: inhibitors; 410,000 tested, 0.12% active; AID 624173, 2012; further: potency means the concentration at half of the fitted maximal effect; on the % scale 0 is the no-effect control and ±100 the full control effect; nearly all actives have a fitted effect of over 50% in size
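Readout: single end-point luminescence (Kinase-Glo Plus, 10 min). Reaction conditions were TbPYK/substrate plus 130 uM ADP, 45 min at RT, pH 7.2 TEA buffer. No-enzyme wells served as controls, and data were normalized before concentration-response fitting.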
Pf growth 48h – Primary qHTS for delayed death inhibitors of the malarial parasite plastid, 48 hour incubation | P. falciparum luciferase growth in erythrocytes, 48 h | Potency, µM (doses to about 28.7 µM), for inactives: at the top dose activity change, negative = inhibition, usual class: inhibitors | 310,000 tested, 5.9% active | AID 504832, 2011; further: potency means the concentration at half of the fitted maximal effect; on the % scale 0 is the no-effect control and ±100 the full control effect
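A one-generation exposure of luciferase-tagged malaria parasites in RPMI 1640/Albumax erythrocyte culture, 37 C and 5% CO2. Inhibition is inferred from decreased luminescence after adding detection reagent.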
Pf growth 96h – Primary qHTS for delayed death inhibitors of the malarial parasite plastid, 96 hour incubation | P. falciparum luciferase reporter growth, 96 h | Potency, µM (titrated, usually from 28.7 µM), inactives show top-dose activity change, negative = inhibition, hits mostly inhibitors | 320,000 tested, 6.9% active | AID 504834, 2011; further: potency means the concentration at half of the fitted maximal effect; on the % scale 0 is the no-effect control and ±100 the full control effect
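Luminescence readout: decreased luciferase signal marks inhibited growth of reporter-expressing P. falciparum in infected red cells (2% hematocrit, 0.05% parasitemia final), exposed to compound two generations (96 h, 37 C, 5% CO2).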
* = called active by the depositor; ? = inconclusive; nt = no result given; & = joins results of further samples; [ ] = remark or other dose. Unless noted, the call rests on the fitted dose curve; in most records, active means well fitted curve in the direction sought with a large enough effect; inconclusive means small, poorly fitted or top-dose-only effect, or another doubt; inactive means no such curve, though single readings can be large; an effect the other way counts as inactive or inconclusive. Not a hit list (roughly 21% active in at least one column).

| Structure | LmPK inh | AMA1 RON2 block | Shiga inhibitor | Cycloheximide cs | TbPYK inhibitor | Pf growth 48h | Pf growth 96h |
| --- | --- | --- | --- | --- | --- | --- | --- |
| CCOC(=O)CCNC(=O)N1CCC(CCC(=O)NCc2ccc(F)cc2)CC1 | 0.1% | 20.1% | 0.8 | 0.8 | 0.3% | ? | ? |
| CCOC(=O)C1=C(C)NC(=O)NC1c1cccc(O)c1 (centres undefined) | -0.2% | -3.6% | -12.0 | 1.4 | -2.9% | 3.6% | 137.7%[activator] |
| S=c1[nH]cnc2sc(-c3ccccc3)cc12 | -3.5% | 47.6%[activator] | 76.6* | 31.0* | -19.7% | 28.0% | 22.4% |
| COC(=O)c1ccc(NC(=O)C(=O)c2c[nH]c3ccccc23)cc1 | 4.7% | -2.5% | 2.1 | 0.5 | 8.3% | 46.0%[activator] | 128.0%[activator] |
| O=C(Nc1ccc(F)cc1)c1ccc(Br)c(S(=O)(=O)N2CCOCC2)c1 | 5.4% | -4.2% | 27.6 | 7.9 | -7.6% | ? | 3.7% |
| COc1ccc(-c2noc(CNC(=O)C(C)Oc3ccccc3)n2)cc1 (centres undefined) | 1.9% | 28.7% | 11.6 | 0.4 | 3.4% | -23.0% | 13.1µM* |
| COc1ccc(/C=C2\SC(=O)N=C2N)cc1 | 2.5% | -3.8% | 27.3 | -2.6 | 5.5% | 39.8%[activator] | 0.1% |
| Cc1c(C(=O)N(CC(C)C)c2c(N)n(Cc3ccccc3)c(=O)[nH]c2=O)sc2nc3n(c(=O)c12)CCC3 | nt | 4.6% | nt | nt | 5.0% | 8.28µM* | ? |
| CCOC(=O)c1ccc(NC(=O)CCNS(=O)(=O)c2cc(Br)cnc2N)cc1 | 3.9% | -0.1% | 9.0 | 8.5 | 0.5% | ? | 33.1%[activator] |
| COc1ccc(N(CC(=O)Nc2cc(Cl)ccc2OC)S(=O)(=O)c2c(C)noc2C)cc1 | 3.2% | -3.0% | -17.2 | 1.3 | 7.3% | 10.4µM* | 9.28µM* |
| Cc1ccccc1CNC(=O)CCC(=O)N1CCOc2ccc(Cl)cc21 | -1.0% | -2.6% | -7.1 | -2.7 | 2.9% | -30.0% | ? |
| CCCCCC(=O)Nc1nnc(CCc2ccccc2)s1 | 7.6% | 6.6% | nt | 9.7 | -0.8% | -14.6% | ? |
| CNc1ccccc1C(C)(C)c1cc(-c2cccc([N+](=O)[O-])c2)no1 | -4.0% | ? | -4.4 | 7.0 | 0.0% | ? | ? |
| CCOc1ccccc1C(=O)N/N=C/c1ccoc1 | -13.8% | -17.3% | -11.2 | 10.9 | -9.4% | -0.8% | ? |
| Cc1cccc(C(=O)N2CCC(=O)N([C@H](COCc3cccc(C(F)(F)F)c3)Cc3ccccc3)CC2)c1 | nt | -11.6% | -5.0 | -4.6 | -4.2% | nt | nt |
| O=C1COc2ccc(C(=O)COC(=O)c3c(F)cccc3Cl)cc2N1 | nt | -0.6% | nt | nt | -6.5% | ? | 13.5% |
| CCOC(=O)N1CCN(C(=O)c2cccc(OC)c2O)CC1 | 4.9% | 2.8% | -18.1 | -4.5 | nt | nt | -9.0% |
| CC(=C\C(=O)O)/C(=C\c1cccc2ccccc12)C(=O)O | -2.4% | 0.0% | 82.7* | 24.9* | -1.4% | ? | 11.1% |
| COc1ccc(Nc2ccccc2C(=O)O)cc1 | -16.6% | -1.8% | -15.5 | -6.1 | -19.0% | 18.2% | 7.6% |
| Cc1ccc(C)c(S(=O)(=O)NCCN2CCOCC2)c1 | 9.4% | -3.3% | -0.5 | -1.2 | -6.1% | 10.3% | 38.0%[activator] |
| Cc1ccc(N(C(=O)c2cccs2)C2C=CS(=O)(=O)C2)cc1 (centres undefined) | 14.4% | -9.0% | -0.9 | 1.3 | -4.8% | nt | 0.0% |
| CC(C)COP(=O)(CNC(=O)CN1C(=O)c2ccccc2S1(=O)=O)OCC(C)C | 2.9% | 21.8% | 4.7 | -2.1 | -10.3% | -10.4% | -12.2% |
| CCOC(=O)c1ccc(-n2c(CCC(=O)O)ccc2-c2ccccc2)cc1 | 7.3% | -3.0% | 1.3 | -3.4 | -2.9%&-16.2% | -3.7% | -8.5% |
| COCCNc1nc(-c2cc(C)c(C)cc2C)cs1 | 0.9% | -28.9% | 72.6* | 20.3* | 3.6% | ? | ? |
| CCN(CC)C(=O)Cn1c(=O)c2ccccc2n2c(=S)sc(-c3cccc(C)c3)c12 | 4.5% | -0.3% | -0.5 | -3.6 | -21.8% | ? | 2.08µM* |
| O=C(COC(=O)c1ccc(CN2CCCC2=O)cc1)Nc1ccc(F)cc1 | nt | 9.2% | nt | nt | -14.7% | 7.4% | 37.9%[activator] |
| CCOc1ccc(C(=O)NCC(=O)Nc2ccncc2)cc1OCC | nt | -2.9% | nt | nt | 0.6% | 16.1% | 29.8% |
| CCCOC1CCCN(Cc2cn(C)nc2-c2ccccc2F)C1 (centres undefined) | -4.2% | 13.2% | -11.5 | -2.2 | 4.0% | 16.7% | -4.3% |
| CCOc1ccc2nc(SCc3ccccc3C#N)sc2c1 | 6.4% | 46.7%[activator] | 174.3* | 70.7* | 3.4% | 82.7%[activator] | 181.4%[activator] |
| CCN1C(=O)c2cccc3c(NS(=O)(=O)c4ccc(NC(C)=O)cc4)ccc1c23 | 4.5% | 8.0% | -7.8 | 7.6 | -8.3% | -9.7% | nt |

Entries of single compounds, looked up by structure. Screens in order: LmPK inh | AMA1 RON2 block | Shiga inhibitor | Cycloheximide cs | TbPYK inhibitor | Pf growth 48h | Pf growth 96h
CCN(CC)C(=O)Cn1c(=O)c2ccccc2n2c(=S)sc(-c3cccc(C)c3)c12 as listed: 4.5% | -0.3% | -0.5 | -3.6 | -21.8% | ? | 2.08µM*
COCCNc1nc(-c2cc(C)c(C)cc2C)cs1 as listed: 0.9% | -28.9% | 72.6* | 20.3* | 3.6% | ? | ?

Quoted from the listing:
Reading for CCOC(=O)c1ccc(-n2c(CCC(=O)O)ccc2-c2ccccc2)cc1 under Shiga inhibitor: 1.3
Reading for CCCOC1CCCN(Cc2cn(C)nc2-c2ccccc2F)C1 (centres undefined) under Cycloheximide cs: -2.2
Reading for CC(C)COP(=O)(CNC(=O)CN1C(=O)c2ccccc2S1(=O)=O)OCC(C)C under Shiga inhibitor: 4.7
Reading for CCN(CC)C(=O)Cn1c(=O)c2ccccc2n2c(=S)sc(-c3cccc(C)c3)c12 under Pf growth 96h: 2.08µM*
Reading for CCOc1ccc(C(=O)NCC(=O)Nc2ccncc2)cc1OCC under AMA1 RON2 block: -2.9%
Reading for O=C1COc2ccc(C(=O)COC(=O)c3c(F)cccc3Cl)cc2N1 under TbPYK inhibitor: -6.5%
